TGFb inhibitor: inhibitors of TGF-b signaling. hit rate 1.2% among 410,000. HepG2 CAGA-GFP TGF-b/SMAD3 reporter, GFP fluorescence, 18 h; TGF-beta stimulated, 500 pg/mL final. Potency, µM (doses to about 46.1 µM), for the others: top-dose activity, negative = inhibition, hits mostly inhibitors; also: % is scaled to controls: 0 for no effect and ±100 for the full control effect; nearly all actives have a fitted effect of over 65% in size
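Inhibition of TGF-beta-driven CAGA-GFP reporter expression in HEPG2 cells is measured by cellular GFP fluorescence after 18 h stimulation with 500 pg/mL recombinant TGF-beta in 1% FBS medium at 37 degrees C.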
MCF10A rereplic: inducers of DNA re-replication in MCF 10A breast cells. MCF 10A DNA re-replication, Hoechst nuclear intensity, 48 h. Potency, µM (series often up to 46.1 µM), for inactives: top-dose activity, positive = re-replication, actives largely listed as activators. hit rate 2.9% among 350,000. AID 624296; also: % of control where 0% means no effect; nearly all actives have a fitted effect of over 50% in size
ATXN viability: cell viability loss in ATXN counter-screen; S2 cells (HEK-293 line with an ATXN2-luciferase reporter) viability, CellTiter-Fluor protease fluorescence, 24 h; Potency, µM (highest dose often 56.7 µM), most hits filed as cytotoxic; hit rate 0.49% among 400,000; AID 651635; also: nearly all actives have a fitted effect of over 40% in size
Nrf2 activator: Nrf2 pathway activation; AREc32 ARE-luciferase reporter (MCF7-derived line), luminescence, 24 h; Potency, µM (titrated, usually from 46.1 µM), for the others: at the highest dose activation, usual class: activators; hit rate 0.31% among 410,000; AID 624171; also: % of control where 0% means no effect; nearly all actives have a fitted effect of over 65% in size
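ARE-driven firefly luciferase activity in AREc32 cells measured after a 24 hr compound exposure at 37 deg C, using Steady-Glo reagent and a 30 min room-temperature hold.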
Nrf2 block: Nrf2 pathway inhibition | A549 ARE-Fluc reporter, luciferase luminescence, 18-24 h | hit rate 2.1% among 360,000 | Potency, µM (series often up to 46 µM), for inactives: at the top dose activity change, negative = inhibition, actives largely listed as inhibitors | AID 504444; also: % is scaled to controls: 0 for no effect and ±100 for the full control effect; nearly all actives have a fitted effect of over 60% in size
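Reporter: ARE-Fluc in A549. Exposure: 18-24 h, 37 °C, 5% CO2, 5% FBS OPTI-MEM. Readouts: fluorescent cytotoxicity (CellTiter-Fluor), then luminescent Nrf2 signal after BugLite.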
ATXN2 expr inh: reduces ATXN2 reporter expression in HEK-293 cells; HEK-293 ATXN2-luciferase reporter, luminescence, 24 h; Potency, µM (highest dose often 57 µM), without a hit: at the top dose activity change, negative = inhibition, most hits filed as inhibitors; hit rate 0.72% among 360,000; AID 1745845; also: % is scaled to controls: 0 for no effect and ±100 for the full control effect; nearly all actives have a fitted effect of over 55% in size
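qHTS (up to 57 uM final) was run with 24 h compound exposure of reporter cells at 37 °C. Each well was multiplexed: SteadyGlo luminescence measured ATXN2-luciferase expression after a fluorogenic Gly-Phe-AFC viability readout (25 uM final).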
A549 viability: A549 cytotoxicity, counter-screen for Nrf2 inhibitors; hit rate 0.16% among 390,000; Potency, µM (top dose mostly 46 µM), without a hit: top-dose activity change, negative = cytotoxicity, usual class: inhibitors; AID 504648; A549 ARE-Fluc cells, CellTiter-Fluor viability, 18-24 h; also: % is scaled to controls: 0 for no effect and ±100 for the full control effect
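A549 ARE-Fluc cells in 5% FBS OPTI-MEM, 5000 cells/well, rested 2 h then exposed to compounds in concentration-response for 18-24 h at 37 °C. Viability by CellTiter-Fluor fluorescence (Ex 405/Em 525) after 30 min; luciferase luminescence (BugLite, 15 min, RT) read afterwards.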
EPAC2 antag: EPAC2 (human) antagonism. Q8WZA2. Potency, µM (highest dose often 114 µM), for inactives: at the top dose activity, negative = inhibition, actives largely listed as inhibitors. hit rate 0.18% among 360,000. EPAC2 GEF exchange of Rap1B-BODIPY-GDP, fluorescence; also: % is scaled to controls: 0 for no effect and ±100 for the full control effect; nearly all actives have a fitted effect of over 45% in size; many of its hits are not listed in these tables
Target sequence (Q8WZA2 whole entry, looked up): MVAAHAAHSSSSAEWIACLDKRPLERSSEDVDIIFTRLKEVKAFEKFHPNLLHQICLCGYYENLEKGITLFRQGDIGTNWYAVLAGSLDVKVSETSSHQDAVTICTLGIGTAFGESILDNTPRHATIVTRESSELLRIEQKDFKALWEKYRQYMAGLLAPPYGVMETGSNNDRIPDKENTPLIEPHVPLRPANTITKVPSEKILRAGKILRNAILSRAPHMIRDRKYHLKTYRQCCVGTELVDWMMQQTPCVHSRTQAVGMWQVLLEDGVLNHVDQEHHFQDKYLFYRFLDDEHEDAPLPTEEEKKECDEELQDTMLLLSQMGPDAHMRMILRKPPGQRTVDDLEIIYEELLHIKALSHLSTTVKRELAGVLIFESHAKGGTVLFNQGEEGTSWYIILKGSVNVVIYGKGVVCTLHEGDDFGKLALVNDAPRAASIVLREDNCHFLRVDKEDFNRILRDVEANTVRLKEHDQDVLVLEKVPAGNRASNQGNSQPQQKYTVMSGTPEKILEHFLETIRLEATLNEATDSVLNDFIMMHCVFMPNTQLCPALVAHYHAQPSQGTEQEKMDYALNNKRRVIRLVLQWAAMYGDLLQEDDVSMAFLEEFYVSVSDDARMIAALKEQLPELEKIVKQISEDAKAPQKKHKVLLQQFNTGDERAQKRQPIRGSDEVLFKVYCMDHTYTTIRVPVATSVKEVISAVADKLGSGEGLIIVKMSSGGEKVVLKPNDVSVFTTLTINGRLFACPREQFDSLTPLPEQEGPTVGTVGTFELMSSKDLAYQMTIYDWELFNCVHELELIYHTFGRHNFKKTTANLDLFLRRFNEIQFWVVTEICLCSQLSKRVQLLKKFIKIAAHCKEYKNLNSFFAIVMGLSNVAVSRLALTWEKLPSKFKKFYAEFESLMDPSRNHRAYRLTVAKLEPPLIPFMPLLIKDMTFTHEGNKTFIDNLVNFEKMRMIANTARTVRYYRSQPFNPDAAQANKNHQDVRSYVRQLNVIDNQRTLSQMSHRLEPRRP
HepG2 viability: kills HepG2 cells in TGF-b inhibitor counter-screen | hit rate 0.76% among 410,000 | HepG2 CAGA-GFP viability, ATP luminescence, 18 h | Potency, µM (doses to about 46.1 µM), for the others: at the highest dose activity change, negative = cytotoxicity, actives largely listed as cytotoxic; also: some results filed as inactive show a strong effect at the top dose
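CellTiter-Glo luminescence gave cytotoxicity after 18 hours at 37 degrees C. The cells were HepG2 CAGA-GFP in 1% FBS DMEM, stimulated with 500 pg/mL TGF-beta after compound addition. %Activity was normalised to no-cell wells (complete cell-killing) and DMSO (no toxicity), and curves were fitted and classified.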
* marks the source's active call; other numbers are inactive results; i = inactive; u = inconclusive; x = no result given; [ ] = dose if it differs, or a comment. Calls follow the shape of the dose curve; as a rule, active = well fitted curve in the direction sought with a large enough effect; inconclusive = small, poorly fitted or top-dose-only effect, or another doubt; inactive = no such curve, though single readings can be large; an effect the other way counts as inactive or inconclusive. Potency is read from the fitted curve at half-maximal effect. The list is partial; the hit share may differ from the screen's.

Below each SMILES: TGFb inhibitor | MCF10A rereplic | ATXN viability | Nrf2 activator | Nrf2 block | ATXN2 expr inh | A549 viability | EPAC2 antag | HepG2 viability
> CCOC(=O)n1cc(-c2cnc(CNC(=O)C(C)(c3ccccc3)c3ccccc3)o2)c2ccccc21
 : -13.8% | u | i | -1.0% | -17.9% | 1.1% | 6.1% | -12.3% | -7.2%
> NC(N)=NC(N)=Nc1ccc2ccccc2c1
 : 3.2% | -2.4% | i | 2.6% | u | x | -4.3% | 8.2%[57.1 µM] | -18.8%
> CCOC(=O)C(=CNc1ccccc1N1CCOCC1)C(=O)OCC
 : 11.8% | u | i | 3.7% | -6.5% | 0.0% | 0.5% | -9.9% | -2.1%
> COc1ccc(N(C(=O)c2ccc(S(=O)(=O)N3CCCC3)cc2)C2C=CS(=O)(=O)C2)cc1 (stereo not drawn)
 : 10.8% | -0.5% | u | -1.1% | -10.9% | -0.3% | -20.6% | 10.6% | -14.8%
> CCOC(=O)C1(CCc2ccccc2)CCN(Cc2ccn[nH]2)CC1
 : 2.2% | u | i | -0.4% | -17.1% | -4.9% | 6.7% | -3.4% | -17.2%
> O=C(C1CC1)N1N=C(c2ccccc2)CC1(O)C(F)(F)C(F)(F)F (stereo not drawn)
 : 3.1% | 3.4% | i | 0.1% | 0.8% | -2.5% | -0.4% | -20.6% | -2.6%
> O=C(c1ccc(Cl)cc1)C1CCN(CC(=O)N2CCCCC2)CC1
 : u | 22.4% | i | 2.1% | u | -2.3% | -2.9% | -9.2% | -1.6%
> Fc1cccc(CSc2nc3ccncc3[nH]2)c1
 : -2.7% | 0.9% | i | 2.1% | u | 17.7% | 11.6% | 18.1% | -31.5%
> CN1CCN(C(=O)CCn2c(=O)c3cccn3c3cccnc32)CC1
 : 14.0% | 4.7% | i | 2.3% | 7.5% | 2.4% | -2.9% | -7.5% | 4.9%
> Cc1cc(C)cc(C(=O)Nc2ccc(NC(=O)c3cccs3)cc2)c1
 : u | u | i | 4.2% | 18.4µM* | u | u | -24.7% | -26.6%
> COc1ccccc1NCc1cc(=O)oc2c(C)c(O)ccc12
 : -23.7% | u | i | 1.3% | u | -5.8% | -2.8% | -11.0% | -3.2%
> Cc1cccc(N(CC(=O)Nc2cccnc2)S(C)(=O)=O)c1
 : 20.9% | 6.4% | i | 0.3% | 8.1% | -7.4% | -1.1% | 7.4% | -0.5%
> CC(C)Cn1c(N)c(C(=O)COC(=O)c2ccc3c(c2)OCCO3)c(=O)n(C)c1=O
 : -16.5% | 5.3% | i | -0.1% | 10.3µM* | -7.4% | -14.9% | -0.1% | -33.2%
> CCOC(=O)c1c(C)[nH]c(C(=O)OCC(=O)N(CC(C)C)c2c(N)n(Cc3ccccc3)c(=O)[nH]c2=O)c1C
 : 2.3% | 10.1% | i | 3.3% | -8.8% | 10.4% | -3.9% | 17.4% | -16.0%
> O=C(CSc1nc2ccccc2o1)N1CCN(S(=O)(=O)c2ccc3ccccc3c2)CC1
 : 2.4% | 8.8% | i | -0.8% | 0.4% | 7.8% | -2.6% | -2.9% | 8.3%
> O=[N+]([O-])c1ccc(Cl)c(/C=N/n2c(COc3ccccc3)n[nH]c2=S)c1
 : -18.5% | u | i | u | 8.8% | 2.4% | -5.4% | -14.9% | -6.2%
> OC(c1ccc(CN2CCCCC2)cc1)c1ncc(-c2ccccc2)[nH]1 (stereo not drawn)
 : 7.6% | x | i | 0.4% | x | 6.1% | x | -0.9% | 9.3%
> Cn1c(SCC(=O)c2ccccc2)nnc1-c1ccc(O)cc1
 : 2.0% | 0.0% | i | 0.7% | 7.2% | 56.8%[activator] | -3.1% | 2.0%[57.1 µM] | 2.1%
> CC(=O)c1c(C)n(CC(=O)NCc2ccc3c(c2)OCO3)c2ccccc12
 : -20.4% | u | i | 0.6% | 5.8µM* | -2.7% | -4.9% | 3.6% | -10.7%
> CN(C)CCNC(=O)c1ccc2nc(Cc3ccccc3)oc2c1
 : -8.4% | x | u | 4.4% | x | -27.7% | 13.8% | x | -12.2%
> C/C(=N\Nc1c([N+](=O)[O-])c(C)nn1C)c1ccc(F)cc1F
 : u | 6.5% | i | 0.1% | -0.8% | -9.3% | -6.2% | 10.7% | -26.0%
> On1nnc2c3ccccc3c3ccccc3c21
 : 1.4% | 0.6% | i | 0.0% | 3.1% | x | -8.1% | -8.3% | 7.4%
> COc1ccc(Cl)cc1NC(=S)NCc1cccnc1
 : -2.3% | 15.2% | i | 5.8% | -23.6% | x | 23.6% | -10.7% | -10.5%
> CN1CCN(C(=O)C(=O)c2cn(CC(=O)N3CCCCCC3)c3ccccc23)CC1
 : 1.4% | x | i | -1.5% | x | x | x | 2.1% | -1.1%
> COCCNC(=O)c1cc(-c2cccs2)on1
 : -22.7% | -6.3% | u | u | -2.2% | 0.5% | -4.7% | -2.2% | -9.2%
> CCOC(=O)N1CCN(C(=O)c2cc(-c3ccc(OCC)cc3)nc3ccccc23)CC1
 : -11.3% | 3.66µM* | u | 1.9% | u | 5.9% | -22.0% | -5.8% | -23.9%
> Cc1cc(C=C2C(=O)c3ccccc3C2=O)c(C)n1-c1ccccc1
 : -0.7% | u | i | 5.2% | u | -37.8% | -1.6% | -5.9% | -17.5%
> COc1ccc(C(F)(F)F)cc1N/C=C/c1nnnn1-c1ccc(C)cc1
 : -19.8% | u | i | 5.6% | u | -0.9% | -0.8% | -8.7% | 9.8%
> COc1ccc(CCC(=O)NCCOc2ccc(Cl)cc2)cc1
 : u | 2.0% | i | 0.6% | u | 21.9% | -7.6% | -13.9% | -26.6%
> COc1cccc(-c2cc(C(F)(F)F)nc(N3CCCCC3)n2)c1
 : -0.5% | 16.4µM* | i | 3.9% | 10.2% | -29.0% | u | -13.9% | -12.0%

Whole records as entered above. Screens in order: TGFb inhibitor | MCF10A rereplic | ATXN viability | Nrf2 activator | Nrf2 block | ATXN2 expr inh | A549 viability | EPAC2 antag | HepG2 viability
Listed for `CC(=O)c1c(C)n(CC(=O)NCc2ccc3c(c2)OCO3)c2ccccc12` = -20.4% | u | i | 0.6% | 5.8µM* | -2.7% | -4.9% | 3.6% | -10.7%
Listed for `O=[N+]([O-])c1ccc(Cl)c(/C=N/n2c(COc3ccccc3)n[nH]c2=S)c1` = -18.5% | u | i | u | 8.8% | 2.4% | -5.4% | -14.9% | -6.2%
Listed for `COc1cccc(-c2cc(C(F)(F)F)nc(N3CCCCC3)n2)c1` = -0.5% | 16.4µM* | i | 3.9% | 10.2% | -29.0% | u | -13.9% | -12.0%
Listed for `COc1ccc(Cl)cc1NC(=S)NCc1cccnc1` = -2.3% | 15.2% | i | 5.8% | -23.6% | x | 23.6% | -10.7% | -10.5%
Listed for `COc1ccccc1NCc1cc(=O)oc2c(C)c(O)ccc12` = -23.7% | u | i | 1.3% | u | -5.8% | -2.8% | -11.0% | -3.2%

Continuation:
Below each SMILES: TGFb inhibitor | MCF10A rereplic | ATXN viability | Nrf2 activator | Nrf2 block | ATXN2 expr inh | A549 viability | EPAC2 antag | HepG2 viability
> Cc1ccc(NC(=O)CN2c3cccc4cccc(c34)S2(=O)=O)cc1S(=O)(=O)N1CCOCC1
 : u | 4.4% | i | 0.1% | u | -13.0% | -3.5% | -9.7% | -11.2%
> CCOC(=O)/C=C(\C)Nc1cc(C)nn1-c1ccccc1
 : 0.5% | 3.8% | i | 0.7% | 0.2% | -4.8% | -8.4% | 0.6% | -4.7%
> Cn1c(Cc2cccc3ccccc23)nnc1SCC(=O)N1CCN(c2cccc(Cl)c2)CC1
 : 0.0% | 13µM* | i | -0.4% | 10.3µM* | u | u | -12.4% | -26.9%
> CCOCCCn1c(=N)c(C(=O)NCc2cccnc2)cc2c(=O)n3ccccc3nc21
 : -10.1% | x | x | 0.7% | 4.0% | -2.7% | u | x | -3.5%
> COc1ccc2nc(NC(=O)C3CCN(C(=O)c4ccc(F)cc4)CC3)sc2c1
 : -23.2% | 4.3% | i | -0.5% | u | -2.5% | -8.3% | -1.9% | 1.5%
> O=C(CN1C=NS(=O)(=O)c2ccccc21)Nc1ccc(Br)cc1
 : 8.0% | x | i | -1.1% | x | -15.0% | 3.3% | x | -11.5%
> COc1cc(NC(=S)N(C)C)c(OC)cc1Cl
 : 0.0% | 10.7% | i | 2.2% | -24.5% | -14.4% | 1.1% | 6.6% | 23.6%
> CC(C)CSc1nc(N2CCOCC2)c2c(c1C#N)CC(C)(C)SC2
 : 36.9%[activator] | u | i | 0.4% | -1.9% | -1.0% | -2.2% | -3.1% | 3.0%
> COc1ccc(C[C@H](N)C(=O)N[C@H]2[C@@H](O)[C@H](n3cnc4c(N(C)C)ncnc43)O[C@@H]2CO)cc1
 : 3.16µM* | u | 0.708µM* | -2.3% | 1.46µM* | 0.398µM* | 1.46µM* | 18.6% | -79.8%
> O=C1c2ccccc2-c2onc3c(N4CCN(C5CCCCC5)CC4)cc(NCCO)c1c23
 : -21.3% | x | x | 0.6% | -9.9% | x | -2.1% | x | -18.2%
> CCc1ccc(N2CC(C(=O)NC3CCCCC3C)CC2=O)cc1 (stereo not drawn)
 : 3.6% | -3.6% | i | -0.5% | 8.0% | 0.3% | -0.1% | -2.0% | -1.1%
> CCOc1ccc(N2C(=O)C(Cl)=C(Nc3ccccc3O)C2=O)cc1
 : u | u | i | 12.6µM* | 10.4% | 9.4% | 1.2% | -5.1% | -34.3%
> CCn1c(SCC(=O)NC(C)C)nnc1-c1cccs1
 : -15.7% | -11.1% | i | -1.4% | -9.3% | -5.9% | -8.3% | -15.3%[57.1 µM] | 7.8%
> NC(=O)C1(S(=O)(=O)c2ccccc2)CCCCC1
 : 6.4% | -3.1% | u | 0.2% | 8.0% | 3.0% | -4.8% | 6.4% | 4.0%
> COc1cccc(CNC(=O)C2=C(C)C(=O)OC23CCN(C(C)=O)CC3)c1OC
 : -0.1% | x | x | 0.7% | u | x | 10.2% | x | -1.6%
> Cc1cc(OCc2cc(C(=O)N(C)CCOc3ccccc3)no2)cc(C)c1Cl
 : -5.9% | 14.7% | i | -0.7% | u | -11.9% | 3.2% | -5.4% | -8.7%
> Cc1cccc(C(C)C)c1NC(=O)COC(=O)CNS(=O)(=O)c1ccccc1
 : 7.6% | -3.0% | u | -1.0% | 23.5% | -6.5% | 1.1% | -4.3% | 0.6%

High-throughput results as filed in PubChem BioAssay.
